SENP7 block: blocks the human protease SENP7 | recombinant SENP7, Z-RLRGG-aminoluciferin luminescence, 40 min | 330,000 compounds, 1.5% hits | inhibition, % at 5 µM | Q9BQF6;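 active = inhibition above about 50% at the single test dose, limit read from the data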;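 note: plate controls were DMSO with enzyme for no effect and no enzyme buffer wells for full effect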
Target sequence (Q9BQF6 706-1050 limits assumed): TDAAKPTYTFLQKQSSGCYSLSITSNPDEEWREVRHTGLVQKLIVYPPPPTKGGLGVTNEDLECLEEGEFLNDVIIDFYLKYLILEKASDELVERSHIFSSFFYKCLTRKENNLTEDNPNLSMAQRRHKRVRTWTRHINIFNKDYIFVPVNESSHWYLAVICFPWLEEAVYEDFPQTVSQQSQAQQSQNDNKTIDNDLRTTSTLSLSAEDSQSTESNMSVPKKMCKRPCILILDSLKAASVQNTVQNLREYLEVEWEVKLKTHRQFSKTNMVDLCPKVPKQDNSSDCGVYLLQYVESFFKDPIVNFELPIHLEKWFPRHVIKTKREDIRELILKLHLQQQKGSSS
UBC13 inh: human UBC13 polyubiquitination inhibition. UBC13 polyubiquitin chain formation, TR-FRET. inhibition, % at 20 µM. 330,000 compounds, 0.47% hits. AID 485273; in the data active = inhibition above about 45%, passing the limit was not always enough
Target sequence (P61088 whole entry, looked up): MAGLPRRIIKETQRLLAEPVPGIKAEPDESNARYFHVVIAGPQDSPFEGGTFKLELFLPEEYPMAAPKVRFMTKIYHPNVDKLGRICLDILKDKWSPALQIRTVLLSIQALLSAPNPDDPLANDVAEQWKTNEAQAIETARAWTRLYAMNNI
Jurkat NFkB inh: lowers PMA/ionomycin-induced NF-kB signal in Jurkat cells; PMA/ionomycin-induced NF-kB luciferase reporter, luminescence; inhibition, % at 4 µM; 330,000 compounds, 0.53% hits; AID 435003
Apaf-1 inh: blocks human Apaf-1 apoptosome activity | O14727 | reconstituted apoptosome caspase-3 activity, DEVD-Rh110 fluorescence | inhibition, % at 20 µM | 330,000 compounds, 0.71% hits; active = inhibition of at least 40% at 20 µM;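 note: plate controls were DMSO wells for no effect and DEVD-CHO caspase inhibitor wells for full effect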
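System: reconstituted apoptosome with Apaf-1, cytochrome c, caspase-9, procaspase-3, dATP; Signal: Rh110 fluorescence intensity; Schedule: 30 min compound preincubation, 50 min activation, room temperature; Reagent: cytochrome c trigger plus (Z-DEVD)2-Rh110 caspase-3 substrate.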
HKDC1 inhibitor: HKDC1 (human) hexokinase inhibition | Q2TB90 | recombinant HKDC1, G6PDH/diaphorase resazurin coupled fluorescence | inhibition, % at 20 µM | 340,000 compounds, 0.16% hits | AID 493160;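 active = inhibition above about 35% when tested at 20 µM, limit read from the data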;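 note: plate controls were DMSO wells with enzyme for no effect and DMSO wells lacking enzyme for full effect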
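Test system: Recombinant HKDC1 (HK5) hexokinase enzyme, produced in-house | Input: HKDC1 at 5 µg/mL | Buffer or medium: Tris pH 8.0 buffer with MgCl2, Tween-20, BSA, BME | Schedule: 90 min reaction incubation at room temperature, dark | Technique: Resazurin-to-resorufin fluorescence via G6PDH and diaphorase coupling, 525/613 nm | Controls: DMSO wells with and without enzyme mix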
Gli-Sufu block: antagonists of Gli-Sufu signaling | inhibition, % at 5 µM | Sufu-KO-LIGHT fibroblasts, Gli luciferase reporter luminescence | 340,000 compounds, 0.74% hits;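 active = inhibition above about 55%, limit read from the data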;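 note: 0% = DMSO-treated cells and 100% = wells with medium but no cells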
SENP8 inh: blocks the human protease SENP8; purified SENP8, Z-RLRGG-aminoluciferin cleavage, luminescence; 330,000 compounds, 1.2% hits; Q96LD8; inhibition, % at 10 µM
Target sequence (Q96LD8 whole entry, looked up): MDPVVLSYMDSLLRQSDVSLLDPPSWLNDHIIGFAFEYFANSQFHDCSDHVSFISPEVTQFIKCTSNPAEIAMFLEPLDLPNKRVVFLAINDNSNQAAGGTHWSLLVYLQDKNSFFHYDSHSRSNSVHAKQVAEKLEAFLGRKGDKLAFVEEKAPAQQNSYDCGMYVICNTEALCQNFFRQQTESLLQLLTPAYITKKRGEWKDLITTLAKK
697 NFkB inh: lowers PMA/ionomycin-induced NF-kB signal in 697 B cells; 697 B-cell NF-kB luciferase reporter, 16 h; inhibition, % at 4 µM; 330,000 compounds, 0.33% hits; in the data active = inhibition above about 35%
* = called active by the depositor. Cut-off read from the data, not from the text of the source, unless noted: active = inhibition above about 50%; inactive = the rest.

What do the screens show for `CNC(=O)CCSc1ccc(C)cc1`?
SENP7 block: -10.7; UBC13 inh: -0.5; Jurkat NFkB inh: -0.3; Apaf-1 inh: -12.1; HKDC1 inhibitor: -12.4; Gli-Sufu block: -4.2; SENP8 inh: -0.1; 697 NFkB inh: -3.6

How did COCC(C)NC(=O)C1CC(=O)N(c2ccc(C)cc2)C1 (stereo not given) do in these assays?
SENP7 block: -0.7; UBC13 inh: -15.2; Jurkat NFkB inh: -7.4; Apaf-1 inh: -0.1; HKDC1 inhibitor: -8.4; Gli-Sufu block: -14.2; SENP8 inh: -3.0; 697 NFkB inh: 2.4

Results for CN(C)S(=O)(=O)n1cc(/C=C(\NC(=O)c2ccccc2)C(=O)N2CCCC2)c2ccccc21 ?
SENP7 block: -0.8; UBC13 inh: 1.5; Jurkat NFkB inh: -6.1; Apaf-1 inh: 0.7; HKDC1 inhibitor: -4.7; Gli-Sufu block: -13.6; SENP8 inh: -15.1; 697 NFkB inh: 8.1

Results for O=C(O)CN1C(c2ccccc2)=Nc2ccc(Br)cc2C1c1ccccc1 (stereo not given) ?
SENP7 block: 0.2; UBC13 inh: -4.1; Jurkat NFkB inh: 9.7; Apaf-1 inh: -5.0; HKDC1 inhibitor: -9.4; Gli-Sufu block: 0.6; SENP8 inh: -0.6; 697 NFkB inh: 17.1

What do the screens show for `COc1ccc(NC(=O)CCn2c(=O)c3cccn3c3ccccc32)cc1`?
SENP7 block: 8.4; UBC13 inh: -5.7; Jurkat NFkB inh: -3.7; Apaf-1 inh: 3.0; HKDC1 inhibitor: -7.8; Gli-Sufu block: -22.3; SENP8 inh: 5.9; 697 NFkB inh: -11.1

What do the screens show for `COC(=O)C1=C(C)Nc2c(c(=O)n(C)c(=O)n2C)C1c1ccc(C)cc1` (stereo not given)?
SENP7 block: -6.0; UBC13 inh: 0.7; Jurkat NFkB inh: -11.3; Apaf-1 inh: 2.3; HKDC1 inhibitor: -9.6; Gli-Sufu block: 7.2; SENP8 inh: -4.0; 697 NFkB inh: -25.3

What do the screens show for `CCn1c(C)c(CCC(=O)O)c(=O)n2nc(-c3ccccc3OC)cc12`?
SENP7 block: -0.4; UBC13 inh: 10.0; Jurkat NFkB inh: 6.6; Apaf-1 inh: 8.4; HKDC1 inhibitor: 1.6; Gli-Sufu block: -4.6; SENP8 inh: 3.1; 697 NFkB inh: 7.6

Results for NC(=O)CSc1ccc(F)cc1 ?
SENP7 block: -3.3; UBC13 inh: -7.9; Jurkat NFkB inh: -6.3; Apaf-1 inh: -2.3; HKDC1 inhibitor: 9.4; Gli-Sufu block: -0.2; SENP8 inh: 0.8; 697 NFkB inh: 5.9

How did COc1cc2ccccc2c2c1CCCC2=O do in these assays?
SENP7 block: -4.5; UBC13 inh: -7.5; Jurkat NFkB inh: -18.0; Apaf-1 inh: 18.9; HKDC1 inhibitor: -5.2; Gli-Sufu block: 4.4; SENP8 inh: -8.5; 697 NFkB inh: -66.3

What do the screens show for `O=C1OCCC1Sc1nc2cc(Cl)ccc2n1Cc1ccccc1` (stereo not given)?
SENP7 block: 0.3; UBC13 inh: 7.5; Jurkat NFkB inh: -5.2; Apaf-1 inh: 14.3; HKDC1 inhibitor: 6.8; Gli-Sufu block: 0.0; SENP8 inh: -4.0; 697 NFkB inh: -3.7

How did COC(=O)c1ccc(Cl)cc1NC(=O)/C=C/c1ccc(C)o1 do in these assays?
SENP7 block: 4.1; UBC13 inh: 6.6; Jurkat NFkB inh: 17.2; Apaf-1 inh: -0.8; HKDC1 inhibitor: -8.8; Gli-Sufu block: 0.6; SENP8 inh: 3.7; 697 NFkB inh: 11.7

What do the screens show for `N#C/C(=C/c1ccc([N+](=O)[O-])cc1)C(=O)Nc1ccccc1O`?
SENP7 block: 5.1; UBC13 inh: -1.8; Jurkat NFkB inh: -9.4; Apaf-1 inh: -1.1; HKDC1 inhibitor: 8.1; Gli-Sufu block: -0.6; SENP8 inh: -5.6; 697 NFkB inh: -28.7

Brought forward from above: 4 entries, then new ones.
How did COc1cc2ccccc2c2c1CCCC2=O do in these assays?
SENP7 block: -4.5; UBC13 inh: -7.5; Jurkat NFkB inh: -18.0; Apaf-1 inh: 18.9; HKDC1 inhibitor: -5.2; Gli-Sufu block: 4.4; SENP8 inh: -8.5; 697 NFkB inh: -66.3

What do the screens show for `O=C1OCCC1Sc1nc2cc(Cl)ccc2n1Cc1ccccc1` (stereo not given)?
SENP7 block: 0.3; UBC13 inh: 7.5; Jurkat NFkB inh: -5.2; Apaf-1 inh: 14.3; HKDC1 inhibitor: 6.8; Gli-Sufu block: 0.0; SENP8 inh: -4.0; 697 NFkB inh: -3.7

How did COC(=O)c1ccc(Cl)cc1NC(=O)/C=C/c1ccc(C)o1 do in these assays?
SENP7 block: 4.1; UBC13 inh: 6.6; Jurkat NFkB inh: 17.2; Apaf-1 inh: -0.8; HKDC1 inhibitor: -8.8; Gli-Sufu block: 0.6; SENP8 inh: 3.7; 697 NFkB inh: 11.7

What do the screens show for `N#C/C(=C/c1ccc([N+](=O)[O-])cc1)C(=O)Nc1ccccc1O`?
SENP7 block: 5.1; UBC13 inh: -1.8; Jurkat NFkB inh: -9.4; Apaf-1 inh: -1.1; HKDC1 inhibitor: 8.1; Gli-Sufu block: -0.6; SENP8 inh: -5.6; 697 NFkB inh: -28.7

What do the screens show for `Cc1ccc(NC(=O)CSCC(=O)N=c2sccn2C)cc1`?
SENP7 block: -4.6; UBC13 inh: 3.5; Jurkat NFkB inh: 0.3; Apaf-1 inh: 4.9; HKDC1 inhibitor: 3.4; Gli-Sufu block: -0.1; SENP8 inh: -3.0; 697 NFkB inh: 13.7

What do the screens show for `CC1(c2nnc(-c3ccncc3)o2)CC(c2cccnc2)=NO1` (stereo not given)?
SENP7 block: -0.8; UBC13 inh: 2.2; Jurkat NFkB inh: -3.9; Apaf-1 inh: -11.2; HKDC1 inhibitor: -5.4; Gli-Sufu block: -7.6; SENP8 inh: 3.1; 697 NFkB inh: 15.3

How did COc1ccc(C)cc1S(=O)(=O)Nc1ccc(-n2c(C)nc3ccccc3c2=O)cc1 do in these assays?
SENP7 block: 1.5; UBC13 inh: -3.8; Jurkat NFkB inh: -2.9; Apaf-1 inh: 8.4; HKDC1 inhibitor: -4.0; Gli-Sufu block: -4.1; SENP8 inh: -3.2; 697 NFkB inh: 13.5

How did O=C(Nc1ccc2c(c1)OCO2)N1CCN(S(=O)(=O)c2ccc(Cl)cc2)CC1 do in these assays?
SENP7 block: 4.8; UBC13 inh: 6.6; Jurkat NFkB inh: -9.0; Apaf-1 inh: -16.4; HKDC1 inhibitor: -9.2; Gli-Sufu block: -14.3; SENP8 inh: 5.0; 697 NFkB inh: 22.4

How did Cc1ccc(NC(=S)NCCc2ccc(F)cc2)c(C)c1 do in these assays?
SENP7 block: -1.8; UBC13 inh: 20.5; Jurkat NFkB inh: -3.7; Apaf-1 inh: 16.9; HKDC1 inhibitor: 4.6; Gli-Sufu block: -2.1; SENP8 inh: -1.4; 697 NFkB inh: 1.3

What do the screens show for `c1ccc(OCc2nn3c(-c4ccco4)nnc3s2)cc1`?
SENP7 block: -1.8; UBC13 inh: -3.1; Jurkat NFkB inh: -2.7; Apaf-1 inh: -2.3; HKDC1 inhibitor: -3.3; Gli-Sufu block: 1.3; SENP8 inh: -12.4; 697 NFkB inh: -13.2

How did CCn1cc(CN2CCCC(C(=O)Nc3cccc(-c4cc5ccccc5[nH]4)c3)C2)cn1 (stereo not given) do in these assays?
SENP7 block: -2.0; UBC13 inh: 26.1; Jurkat NFkB inh: 15.9; Apaf-1 inh: 10.3; HKDC1 inhibitor: 0.3; Gli-Sufu block: -15.8; SENP8 inh: -6.2; 697 NFkB inh: 10.7

What do the screens show for `CCOc1cc(CN2CCN(c3cccc(C(F)(F)F)c3)CC2)ccc1O`?
SENP7 block: -4.1; UBC13 inh: 4.9; Jurkat NFkB inh: -6.5; Apaf-1 inh: 1.2; HKDC1 inhibitor: -4.3; Gli-Sufu block: 2.5; SENP8 inh: -2.0; 697 NFkB inh: 1.4

Results for COC(=O)c1cnn(-c2ccccc2)c1/C=N/NC(=S)Nc1ccccc1 ?
SENP7 block: 9.3; UBC13 inh: 6.9; Jurkat NFkB inh: -16.3; Apaf-1 inh: 11.3; HKDC1 inhibitor: 1.1; Gli-Sufu block: 9.1; SENP8 inh: 0.2; 697 NFkB inh: -16.5

What do the screens show for `CCCCc1cc(=O)oc2cc(C)cc(O)c12`?
SENP7 block: -15.4; UBC13 inh: 19.2; Jurkat NFkB inh: -6.8; Apaf-1 inh: 13.2; HKDC1 inhibitor: -0.4; Gli-Sufu block: 9.6; SENP8 inh: -5.5; 697 NFkB inh: -2.7

What do the screens show for `COCCn1c(SCCCC(=O)c2ccc(Br)cc2)nnc1-c1ccncc1`?
SENP7 block: 9.9; UBC13 inh: 3.8; Jurkat NFkB inh: 17.2; Apaf-1 inh: -2.0; HKDC1 inhibitor: 0.6; Gli-Sufu block: 26.5; SENP8 inh: -3.9; 697 NFkB inh: -67.5

Results for COC(=O)c1ccccc1NC(=S)N(Cc1ccc2c(c1)OCO2)Cc1cc2ccc(C)cc2[nH]c1=O ?
SENP7 block: -6.2; UBC13 inh: -16.4; Jurkat NFkB inh: -13.6; Apaf-1 inh: 23.9; HKDC1 inhibitor: 15.7; Gli-Sufu block: 14.1; SENP8 inh: -5.6; 697 NFkB inh: -28.0

What do the screens show for `Cc1csc2nc(CNC(=O)C3CCCCC3)cn12`?
SENP7 block: 1.8; UBC13 inh: 6.3; Jurkat NFkB inh: -4.3; Apaf-1 inh: 9.3; HKDC1 inhibitor: 0.6; Gli-Sufu block: -2.3; SENP8 inh: -7.4; 697 NFkB inh: -12.1

What do the screens show for `Fc1cccc(Cc2noc(CN3CCCCC3c3ccccn3)n2)c1` (stereo not given)?
SENP7 block: -7.3; UBC13 inh: -9.4; Jurkat NFkB inh: -17.0; Apaf-1 inh: 10.0; HKDC1 inhibitor: -4.0; Gli-Sufu block: 5.1; SENP8 inh: -1.5; 697 NFkB inh: -8.0

Results for CCCCNc1ccc(C(F)(F)F)cc1S(=O)(=O)NCCc1ccc(F)cc1 ?
SENP7 block: 2.6; Apaf-1 inh: 20.8; HKDC1 inhibitor: -2.8; Gli-Sufu block: 33.9; 697 NFkB inh: -1.5

What do the screens show for `O=C(c1nsc(Cl)c1Cl)N1CCCCC1`?
SENP7 block: 0.0; UBC13 inh: 5.7; Jurkat NFkB inh: 0.0; Apaf-1 inh: -16.9; HKDC1 inhibitor: 10.2; Gli-Sufu block: 0.0; SENP8 inh: -2.5; 697 NFkB inh: 11.5

What do the screens show for `CCOC(=O)c1cnc(Nc2nc3ccccc3o2)nc1CSC(=S)N1CCCCC1`?
SENP7 block: 0.4; UBC13 inh: -10.2; Jurkat NFkB inh: -22.2; Apaf-1 inh: 4.7; HKDC1 inhibitor: 7.7; Gli-Sufu block: 57.2*; SENP8 inh: 5.0; 697 NFkB inh: -40.7

What do the screens show for `COc1ccc(N2CCN(C(=O)CN=C3NS(=O)(=O)C(c4ccc(C)cc4)=C3C)CC2)cc1`?
SENP7 block: -11.8; UBC13 inh: 19.3; Jurkat NFkB inh: 29.0; Apaf-1 inh: -1.6; HKDC1 inhibitor: -2.5; Gli-Sufu block: 11.9; SENP8 inh: 0.1; 697 NFkB inh: 9.0

How did CC(=O)Nc1ccccc1C(=O)C(=O)Nc1ccc(C)c(C)c1 do in these assays?
SENP7 block: 1.9; UBC13 inh: -0.5; Jurkat NFkB inh: -53.9; Apaf-1 inh: -14.0; HKDC1 inhibitor: -8.4; Gli-Sufu block: -70.7; SENP8 inh: -5.7; 697 NFkB inh: -15.0

Results for CC1CCCCN1CCCNC(=O)c1nn(C)c2c1CS(=O)(=O)c1ccccc1-2 (stereo not given) ?
SENP7 block: 10.7; UBC13 inh: 1.2; Jurkat NFkB inh: 0.0; Apaf-1 inh: -4.4; HKDC1 inhibitor: -4.8; Gli-Sufu block: 1.7; SENP8 inh: -13.5; 697 NFkB inh: -9.9

Screening data (PubChem)
